CHRM1 antagonist: human M1 muscarinic receptor antagonists, primary screen, CHO-K1 cells, Fluo-8 calcium fluorescence, 1536-well; actives 1.3% (n = 360,000); inhibition, % at 3 µM; CHO-K1 hM1, ACh EC80 antagonist; AID 588852, 2011; Muscarinic acetylcholine receptor M1 (Homo sapiens), P11229;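 active = percent inhibition above its own plate's cutoff, namely the mean of that plate's compound wells plus 3 SD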;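 note: peak over basal fluorescence ratio during 140 s after agonist addition; 0% = ACh EC80 plus DMSO and 100% = DMSO alone without agonist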
TAAR1 agonist: human TAAR1 agonists, primary screen, Fluo-8 calcium fluorescence, CHO RD-HGA16 cells. Trace amine-associated receptor 1 (Homo sapiens), Q96RJ0. vehicle wells 0%, saturating PEA agonist 100%. activation, % at 3 µM. actives 0.99% (n = 360,000). AID 624467, 2012;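 active = activation above the mean activation of all test compounds in the run plus 3 SD, cut at about 38% in these data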
Target sequence (Q96RJ0 whole entry, looked up): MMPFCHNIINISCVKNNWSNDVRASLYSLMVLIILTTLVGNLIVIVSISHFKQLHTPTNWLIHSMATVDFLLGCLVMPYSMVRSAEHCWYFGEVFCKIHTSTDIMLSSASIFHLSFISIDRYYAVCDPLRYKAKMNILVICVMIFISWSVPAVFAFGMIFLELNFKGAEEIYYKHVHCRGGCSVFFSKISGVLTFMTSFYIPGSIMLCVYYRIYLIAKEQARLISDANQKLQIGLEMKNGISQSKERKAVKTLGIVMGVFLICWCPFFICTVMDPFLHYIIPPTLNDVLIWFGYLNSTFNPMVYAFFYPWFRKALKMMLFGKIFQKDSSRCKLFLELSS
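test system = CHO RD-HGA16 cells carrying human TAAR1 plus Gα16 | schedule = 17-24 h seeding, 75 min 37 °C dye, 30 min RT | compound dosing = 3 µM single concentration | control set = DMSO and PEA EC100 | replicates = n 1 | signal = Fluo-8 fluorescence, 5 s baseline then 140 s kinetic read | measure = percent activation vs PEA EC100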
CHO parental Ca: ATP-evoked calcium signal inhibitors, parental CHO, primary screen, counter-screen for OX1R antagonist project, cell-based, fluorescence, Fluo-8 calcium dye; inhibition, % at 5.6 µM; actives 0.63% (n = 330,000); parental CHO-K1, ATP-induced calcium, Fluo-8 fluorescence; AID 463079, 2010;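 active = inhibition above that plate's mean sample inhibition plus 3 SD, cut at about 26% in these data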;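 note: 0% = ATP-challenged DMSO wells and 100% = DMSO wells without ATP; some compounds past the cut are filed as inactive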
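test system = CHO parental line | reagent = ATP stimulus | measured by = intracellular calcium via Fluo-8 no-wash fluorescent dye | control set = ATP and no-ATP DMSO wells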
OXTR potentiate: human OXTR potentiators, primary screen, fluorescence, CHO-OTR cells, Fluo-8 calcium | Fluo-8 calcium fluorescence, potentiator mode; 0% = oxytocin EC15, 100% = EC100 | actives 0.061% (n = 320,000) | activation, % at 3 µM | Oxytocin receptor (Homo sapiens), P30559 | AID 2445, 2010;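 active = activation above that plate's cutoff, the mean activation of tested compounds plus 3 SD, cut at about 6.6% in these data, passing the limit was not always enough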;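 note: 100% uses oxytocin at 75 nM as the full agonist control; some results filed as inactive read as strong as hits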
Target sequence (P30559 whole entry, looked up): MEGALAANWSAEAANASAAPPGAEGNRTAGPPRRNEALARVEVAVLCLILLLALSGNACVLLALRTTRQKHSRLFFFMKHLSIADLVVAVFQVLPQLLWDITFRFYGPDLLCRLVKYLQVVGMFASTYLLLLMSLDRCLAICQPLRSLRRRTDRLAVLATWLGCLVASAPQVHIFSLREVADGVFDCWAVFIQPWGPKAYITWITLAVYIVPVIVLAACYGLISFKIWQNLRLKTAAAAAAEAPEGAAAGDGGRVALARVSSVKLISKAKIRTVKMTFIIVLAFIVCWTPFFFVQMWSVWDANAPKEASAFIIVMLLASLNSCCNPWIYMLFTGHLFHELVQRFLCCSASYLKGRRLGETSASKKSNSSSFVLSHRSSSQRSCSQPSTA
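Material: CHO-OTR cells, human receptor; compound dosing: single dose, 3.0 µM nominal final compound concentration; schedule: 6 min compound pre-incubation at room temperature, 100 s kinetic read; measured by: kinetic Fluo-8 calcium fluorescence; read-out basis: % activation vs EC15 and EC100 oxytocin; controls: EC15 oxytocin alone as 0%, 75 nM oxytocin as 100%; replicates: singlicate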
V1R ag counter: agonists of human V1a receptor, primary screen, counter-screen for OXTR agonist project, fluorescence, CHO-V1R cells; Vasopressin V1a receptor (Homo sapiens), P37288; Fluo-8 calcium fluorescence, agonist mode; 0% DMSO, 100% 3 nM vasopressin; activation, % at 3 µM; actives 0.25% (n = 320,000); AID 2797, 2010;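 active = activation above the mean activation of all tested compounds plus 3 SD, per screening run, cut at about 20% in these data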;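 note: signal is peak over basal fluorescence ratio across a 100 second FLIPR read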
OXTR ag: human OXTR agonists, primary screen, fluorescence, CHO-OTR cells, Fluo-8 calcium. Oxytocin receptor (Homo sapiens), P30559. Fluo-8 calcium fluorescence; normalized: DMSO 0%, oxytocin 100%. activation, % at 3 µM. actives 0.32% (n = 320,000);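 active = activation above the mean of all tested compounds plus 3 SD, cutoff set per screening run, cut at about 20% in these data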;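 note: peak over basal fluorescence ratio from a 100 s FLIPR kinetic read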
TAAR1 antag: human TAAR1 antagonists, primary screen, Fluo-8 calcium fluorescence, CHO RD-HGA16 cells | antagonist | inhibition, % at 3 µM | actives 1.5% (n = 360,000);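 active = inhibition above a per-plate cutoff, the mean inhibition of test compounds on that plate plus 3 SD, cut at about 49% in these data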;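 note: 0% = DMSO plus EC80 beta-PEA response and 100% = DMSO alone without agonist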
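Test system – hTAAR1-expressing CHO RD-HGA16 cells, Gα16-coupled · Reagent – β-PEA at EC80 concentration, post-compound challenge · Compound dosing – 3 µM, single point · Timing – 140 s kinetic read after compound, 140 s after agonist · Detection – Fluo-8 intracellular calcium dye fluorescence, real-time kinetic reads · Control set – DMSO and EC80 PEA controls · Repeats – n of 1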
CHRM1 agonist: human M1 muscarinic receptor agonists, primary screen, Fluo-8 calcium fluorescence, CHO-K1 cells, HTS. Muscarinic acetylcholine receptor M1 (Homo sapiens), P11229. CHO-K1 hM1, agonist mode; 0% DMSO, 100% acetylcholine EC100. activation, % at 3 µM. actives 0.33% (n = 360,000);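 active = activation above the run's mean compound activation plus 3 SD, cut at about 16% in these data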;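 note: peak over basal fluorescence ratio within a 140 s kinetic read after compound addition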
CHRM1 PAM: human M1 muscarinic receptor positive allosteric modulators, primary screen, CHO-K1 cells, Fluo-8 calcium fluorescence, 1536-well | Muscarinic acetylcholine receptor M1 (Homo sapiens), P11229 | CHO-K1 hM1, ACh EC20; 0% = ACh EC20, 100% = maximal ACh | activation, % at 3 µM | actives 0.088% (n = 360,000) | AID 588819, 2011; in the data active = activation above about 19%, passing the limit was not always enough
* hit, by the source's call; / = not tested or not shown.

SMILES	CHRM1 antagonist	TAAR1 agonist	CHO parental Ca	OXTR potentiate	V1R ag counter	OXTR ag	TAAR1 antag	CHRM1 agonist	CHRM1 PAM
COc1ccc(C2=NN(CCC(=O)NCc3ccc4c(c3)OCO4)C(=O)CC2)cc1	-10	-1	-8	1	-0.3	-2.9	-13	-4	14
CCC(C)NC(=O)C(NS(=O)(=O)c1ccc2c(c1)c(=O)n(C)c(=O)n2C)c1ccccc1 (configuration not stated)	-9	-1	-20	-3	-0.4	-0.8	-18	-9	9
O=C(CC1SC(N2CCOCC2)=NC1=O)Nc1cccc(C(F)(F)F)c1 (configuration not stated)	-7	5	-17	7	0.7	2.0	-6	-2	2
CCCCC(=O)NC1(C(F)(F)F)C(=O)N(Cc2ccco2)C(C)=C1C(=O)OC (configuration not stated)	9	3	9	6	0.2	-0.1	-18	0	3
Cc1ccc(Cn2ccc(NC(=O)c3noc4c3CCCCC4)n2)cc1	0	5	-11	-8	2.8	2.7	22	-4	1
Cc1ccccc1N1CCN(C2CCCN(C(=O)c3ccsc3)C2)CC1 (configuration not stated)	-10	4	/	/	/	/	-11	-3	7
Cc1ccccc1Cc1c(C)nc2nc(SCC(=O)NCCCN3CCCCC3)nn2c1C	51*	/	-23	-7	-0.1	1.3	/	-13	-31
Cc1ccsc1C(=O)NCc1ccc(F)cc1	-1	-2	-14	5	0.1	0.2	2	-5	0
N#C/C(=C\c1ccc(OCc2ccc(C(=O)O)cc2)cc1)C(=O)NCc1ccccc1	-13	15	5	-9	3.5	5.0	1	1	9
COc1ccccc1NC(=O)N(Cc1cccs1)Cc1cc2cc3c(cc2[nH]c1=O)OCO3	1	1	-34	-10	-0.9	-1.9	14	-6	-6
Fc1ccc(CNC(=S)Nc2ccccc2Cl)cc1	-5	-1	-9	0	0.8	-1.1	1	-11	3
Cc1cnc(NC(=O)CSc2nnc3ncccn23)s1	3	-1	2	-6	1.2	0.3	-1	-3	-4
CCOc1ccccc1NC(=O)CCN(c1ccc(C)cc1)S(=O)(=O)c1ccccc1	-8	-1	-23	-4	0.3	-1.9	-6	-7	8
Cc1ccc(OCCCCn2ccnc2)c(Cl)c1	12	6	-12	-4	3.2	3.5	5	-9	-6
CN(CC(=O)Nc1ccc(Cl)c(C(F)(F)F)c1)S(=O)(=O)c1cnc[nH]1	5	25	/	/	/	/	2	14	11
COc1ccc(CC(=O)Nc2ccc(F)c(S(=O)(=O)N3CCOCC3)c2)cc1	4	6	/	/	/	/	-4	4	19
CCOC(=O)Cc1csc(NC(=O)c2csc(C)c2)n1	-5	2	-25	-2	5.3	6.1	17	0	3
CCC(CC)c1ncc[nH]1	6	14	3	-7	-0.4	-0.3	-9	-4	-4
CC(=O)C[C@@H](O)CC(=O)[C@@H]1OC(=O)[C@H](C)CCCCc2ccccc21	-14	1	-2	-9	0.0	0.4	14	-3	9
CCOC(=O)n1n[n+]([O-])c2ccccc21	-7	2	-2	-3	0.8	0.7	-7	-7	5
COc1cc(/C=N/Nc2cc(C)nc(N)n2)ccc1O	-18	3	-3	-5	0.0	0.7	-24	-6	13
O=C(NCCN1CCN(c2ccccc2)CC1)c1ccc(NC(=O)C2CCCO2)cc1 (configuration not stated)	-6	2	-7	-12	1.0	1.2	9	-5	8
O=[N+]([O-])c1cc(C(F)(F)F)ccc1Sc1nccn1Cc1ccccc1	-1	6	-11	-6	-1.9	-2.3	7	-7	-2
Cc1cccc(-c2ncc(CN3CCCC(CO)(Cc4ccccc4C)C3)cn2)c1 (configuration not stated)	-5	4	-40	3	-0.6	-0.9	7	-10	-2
COc1ccc(N2CCN(S(=O)(=O)c3ccc(OC)cc3)CC2)cc1	-3	8	-8	1	0.6	2.0	-9	-4	5
CCNc1ccc(C(=O)OC(C(=O)NC(N)=O)C(C)C)cc1[N+](=O)[O-] (configuration not stated)	15	5	-9	-15	-0.1	-0.5	-4	-4	-5
O=C(c1cc2ccccc2o1)N1CCN(S(=O)(=O)c2ccc(Cl)s2)CC1	1	0	-5	-8	2.1	-0.1	21	-3	1
O=[N+]([O-])c1ccc(CN2CCN(c3ncccn3)CC2)cc1	-7	0	0	-16	0.3	-1.2	2	2	3
Cc1ccsc1C(C(=O)NC1CCCCC1)N(C(=O)c1csnn1)C1CC1 (configuration not stated)	-6	7	-16	4	-1.0	-1.3	13	-2	9
Cc1c(Cl)cccc1NC(=O)COC(=O)c1ccc(CN2CCCC2=O)cc1	-3	4	-25	-5	1.4	2.7	-19	-5	0

Among those listed so far, 3 have an NH in an aromatic ring:
SMILES	CHRM1 antagonist	TAAR1 agonist	CHO parental Ca	OXTR potentiate	V1R ag counter	OXTR ag	TAAR1 antag	CHRM1 agonist	CHRM1 PAM
COc1ccccc1NC(=O)N(Cc1cccs1)Cc1cc2cc3c(cc2[nH]c1=O)OCO3	1	1	-34	-10	-0.9	-1.9	14	-6	-6
CN(CC(=O)Nc1ccc(Cl)c(C(F)(F)F)c1)S(=O)(=O)c1cnc[nH]1	5	25	/	/	/	/	2	14	11
CCC(CC)c1ncc[nH]1	6	14	3	-7	-0.4	-0.3	-9	-4	-4

More entries
SMILES	CHRM1 antagonist	TAAR1 agonist	CHO parental Ca	OXTR potentiate	V1R ag counter	OXTR ag	TAAR1 antag	CHRM1 agonist	CHRM1 PAM
CC(=O)N(C)C[C@@H]1Oc2ncc(Br)cc2C(=O)N([C@H](C)CO)C[C@@H]1C	-6	2	/	/	/	/	-22	-1	-1
CCOc1cc(C2NC(=O)c3ccccc3O2)ccc1OC (configuration not stated)	-9	3	-1	-8	0.7	1.0	1	-3	9
CCOc1ccc(CCNC(=O)c2cc([N+](=O)[O-])ccc2N2CCOCC2)cc1OCC	-18	2	-12	-4	0.0	-0.7	-13	-2	9
COc1cccc([C@@H]2CC=C(C(=O)O)CN2S(=O)(=O)c2ccc(C)cc2)c1	-1	15	-16	-1	1.1	0.8	8	-3	0
CCCCNC(=O)c1ccccc1NS(=O)(=O)c1ccc2c(c1)OCCO2	0	6	-13	0	-0.8	1.0	26	-7	2
CC1(C)CC(=O)C2=C(C1)Oc1ncn(CCO)c(=N)c1C2c1ccccc1 (configuration not stated)	-4	13	-16	0	0.0	-1.0	-25	-3	6
COc1ccc(/C=C/C(=O)OCC(=O)Nc2cc(S(=O)(=O)N(C)C)ccc2Cl)cc1	2	15	-12	-12	5.4	0.9	1	-2	4
O=C(Nc1cccc(S(=O)(=O)NC2=NCCC2)c1)c1ccccc1F	-10	2	-5	-6	1.2	2.3	6	-1	10
COCC(=O)Nc1c(C(=O)N2CCCC2)oc2ccccc12	-2	4	-4	-1	0.9	-0.2	-13	-4	13
COc1ccc(-c2csc(N(CCCN(C)C)C(=O)c3ccccc3Cl)n2)cc1	53*	6	9	-7	15	23*	2	-9	-28
CC1O[C@@H](O[C@H](C)CC[C@@H](C)O[C@H]2OC(C)[C@@H](O)C[C@H]2O)C(O)C[C@H]1O (some centres not stated)	-7	2	-7	6	0.3	0.0	11	-3	10
O=S(=O)(Nc1ccc(S(=O)(=O)Nc2ncccn2)cc1)c1ccc(Cl)cc1	-5	-2	-2	3	-0.4	-0.2	9	-2	5
O=C(NCC1(N2CCCCC2)CCCCC1)c1ccc(NS(=O)(=O)c2ccccc2)cc1	-13	0	-16	-9	-0.9	0.5	-8	-8	5
COC(=O)c1c(C)[nH]c(C(=O)/C=C/c2cccc(Cl)c2)c1C	-2	8	-18	-4	3.0	1.8	3	-2	-2
COc1ccc(OCC(=O)N2CCN(C(=O)c3cccc4ccccc34)CC2)cc1	-5	8	-8	-4	0.5	0.9	12	-2	5
COc1cc(NC(=O)COC(=O)/C=C/c2c(C)nn(-c3ccc(F)cc3)c2Cl)cc(OC)c1	-15	1	-10	1	0.8	-1.5	6	-5	12
CCc1cc(=O)oc2c(C)c(OC(C)C(=O)N3CC[C@@]4(O)CCCC[C@H]4C3)ccc12 (some centres not stated)	1	0	-17	1	-0.2	-0.2	15	-1	2
CC1(c2nnc(Cc3ccccc3)o2)CC(c2ccccc2[N+](=O)[O-])=NO1 (configuration not stated)	-9	/	-12	-6	5.0	0.0	/	-4	7
CCc1ccc(CN2CCN(C(=O)c3cccc(OC)c3OC)CC2)cc1	10	6	-18	-3	2.4	1.7	10	-4	-4
CCn1c2ccccc2c2cc(CN3CCN(S(C)(=O)=O)CC3)ccc21	-2	6	-7	-13	2.8	3.5	-18	-8	-5
CCC(OC(=O)CCc1nc2ccccc2[nH]c1=O)C(=O)c1ccccc1 (configuration not stated)	7	20	-1	-3	5.3	6.7	28	0	-2
Cc1nc(N)nc(N)c1Oc1ccc(Cl)cc1	-18	5	/	/	/	/	7	15	4
NC(=O)COC(=O)c1ccc(S(=O)(=O)NCc2ccco2)cc1	-1	1	-6	2	0.4	-0.3	-12	-5	6
O=C(NCCN1C(=O)S/C(=C\c2ccc(Cl)c(Cl)c2)C1=O)c1ccc2c(c1)C(=O)N(Cc1ccncc1)C2=O	7	9	8	-11	5.2	9.0	14	2	-5
O=C(Cc1cccs1)NCc1ccccc1Br	-6	2	-8	-19	-0.9	-1.4	-21	-10	7
COCCCNC(=O)Cn1cnc2c(OCc3ccccc3)ncnc21	-3	2	-8	-4	0.8	0.6	-6	0	7
CC(=O)NCCc1nc2cc(NC(=O)c3cccs3)ccc2n1C	2	1	-1	-1	0.2	0.7	-9	-3	4
O=C(/C=C/c1ccccc1[N+](=O)[O-])OCC(=O)c1ccccc1	-1	-1	-12	-3	-0.1	0.4	-20	-8	4

Screens as filed in PubChem.

An unsorted share of the library, and some 3.7% of all compounds hit somewhere here.
